Compound activity: PubChem, several laboratories
SKKanGAS inh: blocks kanamycin growth of S. pyogenes SKKanGAS strain; BacTiter-Glo, 6 h; inhibition, % at 7.5 µM; 300,000 compounds, 1.3% hits; AID 1662;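 active means mean replicate score, as percent of positive control median, at least 50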;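 further: strain carries kanamycin resistance gene driven by streptokinase promoter and grows in 40 µg/ml kanamycin; loss of luminescence reflects streptokinase promoter inhibition or plain growth inhibition; 0% = median of DMSO wells and 100% = positive control at its reference dose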
TRPC6 act: activates the mouse TRPC6 cation channel. Q61143. HEK293-TRPC6 membrane potential dye fluorescence; active compounds read high. B-score at 10 µM. 310,000 compounds, 0.13% hits. AID 2550;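 active means B-score of the integrated fluorescence ratio above library mean plus 3 SD, and starting fluorescence ratio within library mean plus 5 SD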;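 further: higher score means more depolarization so channel activation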
TRPC4 potent: allosteric potentiators of mouse TRPC4 channel | B-score at 10 µM | 310,000 compounds, 0.42% hits | Q9QUQ5 | HEK293 TRPC4beta/mu-opioid, DAMGO EC20, Fluo-4 Ca2+ flux; active compounds read high;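 active means B-score of calcium response area above 5 SD of library B-scores, with initial fluorescence ratio within 5 SD of library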;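 further: B-score of integrated fluorescence ratio over time as area under calcium response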
Target sequence (Q9QUQ5 whole entry, looked up): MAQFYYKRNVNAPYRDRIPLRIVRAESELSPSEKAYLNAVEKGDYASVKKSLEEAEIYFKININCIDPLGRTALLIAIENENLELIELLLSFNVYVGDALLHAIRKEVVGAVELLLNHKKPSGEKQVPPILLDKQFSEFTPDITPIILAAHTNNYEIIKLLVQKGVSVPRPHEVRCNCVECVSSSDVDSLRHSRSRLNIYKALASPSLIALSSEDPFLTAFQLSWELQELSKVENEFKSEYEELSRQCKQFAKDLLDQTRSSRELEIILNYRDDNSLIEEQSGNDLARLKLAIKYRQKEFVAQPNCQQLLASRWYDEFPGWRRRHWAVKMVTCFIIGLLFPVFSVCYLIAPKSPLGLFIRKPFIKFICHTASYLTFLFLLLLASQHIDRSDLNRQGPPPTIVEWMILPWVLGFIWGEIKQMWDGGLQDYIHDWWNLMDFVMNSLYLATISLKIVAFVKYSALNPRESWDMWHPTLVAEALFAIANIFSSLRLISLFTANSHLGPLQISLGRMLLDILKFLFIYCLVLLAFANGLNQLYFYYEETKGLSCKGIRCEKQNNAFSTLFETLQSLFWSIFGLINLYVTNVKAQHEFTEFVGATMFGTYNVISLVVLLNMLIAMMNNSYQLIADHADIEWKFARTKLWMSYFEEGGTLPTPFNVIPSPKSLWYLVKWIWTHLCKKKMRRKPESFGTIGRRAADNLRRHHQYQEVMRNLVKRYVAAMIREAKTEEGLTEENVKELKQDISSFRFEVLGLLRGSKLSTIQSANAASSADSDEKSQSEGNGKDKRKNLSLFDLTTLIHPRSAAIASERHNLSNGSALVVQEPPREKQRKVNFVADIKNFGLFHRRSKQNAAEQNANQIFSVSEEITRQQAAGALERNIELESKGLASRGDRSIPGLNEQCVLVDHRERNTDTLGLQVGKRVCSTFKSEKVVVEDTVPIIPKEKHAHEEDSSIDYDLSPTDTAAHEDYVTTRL
aSyn UTR inh: MLPCN primary screen, SNCA 5' untranslated region | 300,000 compounds, 0.82% hits | inhibition, % (tested at 7.5 µM) | alpha-synuclein 5'UTR reporter, inhibitor activity | AID 1813; in the data active means inhibition above about 60%;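 further: H4 neuroglioblastoma cells stably carrying SNCA 5'UTR luciferase fusion; 0% = DMSO wells and 100% = positive control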
KLF5 inhibitor: kruppel-like factor 5 inhibition; DLD-1 KLF5 promoter-luciferase reporter, luminescence; inhibition, % at 5 µM; 290,000 compounds, 0.23% hits;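 active means inhibition above a per-plate limit of that plate's mean compound inhibition plus 3 SD, cut at about 60% in these data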;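 further: 0% = DMSO wells and 100% = LY294002 at 200 µM; higher means less KLF5 promoter-driven luciferase light; inactives centre near -14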
TRPC4 act: TRPC4 (mouse) channel activation; 310,000 compounds, 0.49% hits; HEK293 TRPC4beta/mu-opioid, Fluo4 calcium fluorescence; active compounds read high; B-score at 10 µM;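 active means B-score above 5 SD of library B-scores, and initial fluorescence ratio not above library mean plus 5 SD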;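 further: positive B-score marks a calcium rise read as TRPC4 activation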
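Assay system: HEK293 stable line with TRPC4beta plus mu-opioid receptor. Times: dye 45 min RT, read 110 s. Measured by: kinetic Fluo4 calcium fluorescence. Measure: B score of integrated ratio. Controls: assay buffer as low control, maximal DAMGO as high control.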
IEC-6 cytotox: IEC-6 cytotoxicity, counter-screen for KLF5 inhibitors | AID 1825 | inhibition, % at 5 µM | luminescence viability | 290,000 compounds, 0.78% hits; in the data active means inhibition above about 22%;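 further: 0% = plate median of test compound wells and 100% = cytotoxic reference compound wells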
MrgX1 antag: blocks BAM8-22 activation of human MrgX1 receptor; MRGX1-HEK293 calcium flux, Fluo-4, BAM8-22 antagonism; active compounds read low; Q96LB2; 310,000 compounds, 1.3% hits; B-score at 10 µM;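 active means calcium-response B-score plate-corrected more than 3 library SD below zero, starting fluorescence within 5 deviations, no agonist response on first addition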;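 further: peak minus trough fluorescence over baseline after final BAM8-22 challenge near maximal dose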
TRPC4 inh: blocks the mouse TRPC4 cation channel; HEK293 TRPC4beta/mu-opioid, DAMGO-evoked Fluo4 calcium flux; active compounds read low; B-score at 10 µM; AID 2247; 300,000 compounds, 0.39% hits;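 active means B-score over 3 SD under the library average, no early fluorescence shift, positive overall ratio signal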
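Assay system: HEK293 cells with stable TRPC4beta plus mu-opioid receptor expression; Probe or stimulus: DAMGO in two steps, submaximal then maximal; Dosing: single-point compound dosing; Measured by: Fluo4 calcium-dye fluorescence, kinetic read; Read-out basis: B score from integrated Fluo4 fluorescence ratio.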
HIF activator: HIF pathway transcriptional activation. 300,000 compounds, 0.32% hits. activation, % at 7.5 µM (by protocol). U2OS HRE-luciferase reporter, luminescence; normalized: DMSO 0%, desferrioxamine 100%;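 active means mean activation of at least 10% of the iron chelator positive control signal, with at least half of replicates also reaching 10%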
TRPC6 inhibitor: blocks the mouse TRPC6 cation channel; B-score at 10 µM; 310,000 compounds, 1.1% hits; Q61143; HEK293-TRPC6, membrane potential dye, ACh-evoked depolarization; active compounds read low;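 active means B-score under library mean minus 3 SD, initial fluorescence not abnormally high, positive integrated signal ratio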;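 further: B-score derived from integrated fluorescence ratio over the kinetic read; more negative B-score means stronger inhibition of depolarization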
The depositor's hits bear a star; i = inactive; x = no result given.

SMILES	SKKanGAS inh	TRPC6 act	TRPC4 potent	aSyn UTR inh	KLF5 inhibitor	TRPC4 act	IEC-6 cytotox	MrgX1 antag	TRPC4 inh	HIF activator	TRPC6 inhibitor
Nc1nnnn1CC(=O)N/N=C/c1ccccn1	12.1	i	i	0.2	8.2	i	-1.1	i	i	0.0	i
O=C1CN(C(=O)CSc2nc(-c3ccc(Cl)cc3)cs2)c2ccccc2N1	-7.3	i	i	-1.6	-5.0	i	0.3	i	i	0.2	i
O=C(N/N=C/c1ccc(-c2ccccc2[N+](=O)[O-])o1)[C@H]1C[C@@H]1c1ccccc1	24.6	i	i	-79.4	14.6	i	0.6	i	i	1.4	i
COc1ccccc1N(C(=O)CNC(=O)c1ccco1)C(C(=O)NC1CCCC1)c1ccncc1 (stereo not drawn)	2.2	i	i	-8.5	-21.3	i	-0.6	i	i	-0.3	i
Cc1ccc(OCCn2cc(/C=C(\C#N)C(=O)NCC3CCCO3)c3ccccc32)cc1C (stereo not drawn)	15.6	i	i	12.6	-21.9	i	0.2	i	i	-0.3	i
COc1ccc(N=C2SC(C(=O)Nc3ccc(OC)cc3)CC(=O)N2CCN2CCOCC2)cc1 (stereo not drawn)	1.4	i	i	1.9	-8.3	i	4.2	i	i	-0.4	i
COc1ccc(COC(=O)N/N=C(\C)CC(=O)NCc2ccc(Cl)cc2)cc1	-10.4	i	i	-0.7	-5.2	i	-0.8	i	i	-0.2	i
CCOC(=O)c1ccc(N2C(=O)CC(N3CCOCC3)C2=O)cc1 (stereo not drawn)	-5.5	i	i	8.0	4.1	i	1.7	i	i	-7.4	i
NC(=O)CC(NC(=O)c1ccccc1)c1ccc(NCCCN2CCCC2=O)c([N+](=O)[O-])c1 (stereo not drawn)	10.3	i	i	-5.5	-12.1	i	-2.7	i	i	0.7	i
CN(c1ccc(Br)cc1)S(=O)(=O)c1ccc2[nH]cc(C(=O)NCCN3CCOCC3)c(=O)c2c1	1.4	i	i	-2.6	-34.9	i	2.9	i	i	0.2	i
Cc1cccc(OCC(=O)NNC(=O)CCc2ccccc2)c1	-16.0	i	i	4.3	26.2	i	0.6	x	i	-0.2	i
CCc1cc2cc(C)cc(C)c2nc1Cl	-4.4	i	i	18.4	-2.9	i	8.5	i	i	0.6	i
CC(C)CCn1c(=O)c2ccccc2n2c(CCl)nnc12	0.5	i	i	-6.5	10.4	i	-2.2	i	i	-1.0	i
Cc1ccc(-n2[nH]c(C)c(/C=N/c3ccccn3)c2=O)cc1	5.2	i	i	-12.0	-30.3	i	14.4	i	i	0.1	i
CCOc1ccc(CCNC(=O)CCC(=O)N2CCOc3ccccc32)cc1OCC	-5.5	i	i	-1.3	7.8	i	7.6	i	i	0.1	i
COc1ccc(S(=O)(=O)NC(C)C(=O)N2CCCC2)cc1C (stereo not drawn)	-5.9	i	i	-3.3	-27.6	i	2.1	i	i	0.4	i
CCOC(=O)CSC1=Nc2ccccc2C2=NC(CC(=O)NCc3ccc(OC)cc3)C(=O)N12 (stereo not drawn)	-4.6	i	i	17.9	-13.4	i	0.3	i	i	0.4	i
O=C(c1ccc(-n2cccn2)cc1)N1CCc2ccccc2C1	-2.8	i	i	-63.2	-25.2	i	-1.2	i	i	1.6	i
CCOc1ccc(S(=O)(=O)N(CC(=O)NN=C2CCN(C)CC2)c2ccc(C)cc2)cc1	-13.4	i	i	-12.2	-12.6	i	-1.3	i	i	0.5	i
COc1ccc(-n2c(Cn3nc(C(F)(F)F)cc3C)n[nH]c2=S)cc1	0.7	i	i	12.5	14.8	i	-0.9	i	i	0.0	i
COc1ccc(C(=O)c2c[nH]c(C(=O)NCC3CCCO3)c2)cc1 (stereo not drawn)	8.7	i	i	-33.3	-16.5	i	-10.0	i	i	0.2	i
CCOc1cc(CN2CCCCC2)ccc1OC	-4.6	i	i	5.8	-28.0	i	0.6	i	i	-0.5	i
O=C(Nc1ccc(S(=O)(=O)N2CCOCC2)cc1)C1CC(=O)N(c2ccc(F)cc2)C1 (stereo not drawn)	-17.7	i	i	8.3	0.1	i	0.5	i	i	0.4	i
Cc1ccc(CN2C(=O)CCC2C(=O)NCc2ccc(F)cc2)cc1 (stereo not drawn)	-1.7	i	i	-0.1	1.0	i	0.5	i	i	-0.8	i
CCc1ccccc1NC(=S)NC1CC2CCC(C1)N2Cc1ccco1 (stereo not drawn)	-2.1	i	i	11.8	-16.3	i	0.0	i	i	-0.2	i
Next records
SMILES	SKKanGAS inh	TRPC6 act	TRPC4 potent	aSyn UTR inh	KLF5 inhibitor	TRPC4 act	IEC-6 cytotox	MrgX1 antag	TRPC4 inh	HIF activator	TRPC6 inhibitor
O=C(CNCc1cccnc1)Nc1cc(C(F)(F)F)ccc1N1CCOCC1	6.6	i	i	16.9	-11.0	i	1.4	i	i	0.0	i
CCOC(=O)Nc1ccc(OCc2nnc3c4ccccc4c(C)nn23)cc1	93.6*	i	i	4.3	-12.4	i	0.1	i	i	-0.5	i
Cc1ccc(-c2csc(NC(=O)COC(=O)c3cccc(S(=O)(=O)N4CCOCC4)c3)n2)cc1	9.9	i	i	-92.8	-91.2	i	1.1	-4.85*	i	3.8	i
O=C1C=C(N2CCCCCC2)C2(CCCCC2)O1	-5.1	i	i	0.0	-8.0	i	4.6	i	i	0.4	i
CCOc1nc(C)ccc1-c1noc(CC)n1	2.8	i	i	-6.0	-16.2	i	-4.1	i	i	0.1	i
O=C(c1ccc2c(c1)OCO2)C1CCCN(Cc2ccc3cccc(F)c3n2)C1 (stereo not drawn)	-6.6	i	i	-4.2	-31.1	i	5.8	i	i	-0.4	i
O=C(NC1CCCCC1)NC1CCN(S(=O)(=O)Cc2ccccc2)CC1	-2.5	i	i	21.0	-7.7	i	-0.3	i	i	0.6	i
CCc1ccccc1-n1c(SCC(=O)Nc2ccc3c(c2)OCCO3)nc2[nH]ncc2c1=O	6.2	i	i	12.8	0.5	i	3.5	i	i	-1.9	i
Clc1cccc(Cl)c1COc1ccccn1	0.6	i	i	-8.9	7.8	i	-7.7	i	i	0.0	i
COCCCN(CC(=O)Nc1ccc(N2CCOCC2)cc1)S(=O)(=O)c1ccc(Cl)cc1	-4.3	i	i	-12.8	-4.4	i	0.5	i	i	0.6	i
Cc1onc(-c2ccccc2Cl)c1C(=O)N1CC(C)CC(C)C1 (stereo not drawn)	-1.6	i	i	-17.8	9.4	i	-10.0	i	i	-0.2	i
COc1ccc(C(CNC(=S)NCc2ccccc2)N2CCCC2)cc1 (stereo not drawn)	-1.8	i	i	13.5	-26.3	i	2.3	i	-6*	-0.2	i
CCCn1c(SCC(=O)N2c3ccc(F)cc3CCC2C)nnc1-c1ccccn1 (stereo not drawn)	3.0	i	i	-7.5	-27.4	i	-2.6	i	i	0.5	i
O=C(Nc1cc(C(F)(F)F)ccc1Cl)c1cccnc1	0.5	i	i	-6.3	-45.1	i	-7.0	i	i	-1.0	i
COc1ccc(O)c(-c2cc(C(F)(F)C(F)F)nc(-c3ccccc3)n2)c1	-7.1	i	i	1.6	-30.8	i	-4.6	i	i	-0.4	i
CC1CCCN(C(=S)NC2CCCC2)C1 (stereo not drawn)	-2.2	i	i	-4.4	-12.7	i	-1.5	i	i	-0.2	i
Cc1ccc(C2CCN(C(=O)Nc3ccccc3)C2)cc1 (stereo not drawn)	-1.5	i	i	-151.2	-113.0	i	-6.8	i	x	2.2	i
CN(C)Cc1c(O)ccc2occ(C(=O)c3ccc(F)cc3)c12	-2.0	i	i	13.3	-29.1	i	-1.6	i	i	-0.1	i
CCOC(=O)C1=NN(C(C)=O)C2(CC(=O)N(c3ccc(C)c(C)c3)C2=O)C1 (stereo not drawn)	0.2	i	i	-2.5	1.5	i	0.0	i	i	-0.3	i
CC(NC(=O)CC1Sc2ccccc2NC1=O)c1ccccc1 (stereo not drawn)	-5.3	i	i	15.4	21.9	i	-5.9	i	i	-0.2	i
COc1ccc(N(CC(=O)NCc2ccc(F)cc2)S(=O)(=O)c2c(C)noc2C)cc1	0.9	i	i	5.8	-18.8	i	-7.4	i	i	-0.6	i
CN1C(=O)[C@@H]2C[C@@]3([C@@]45C[C@H]6C(=O)N(C)[C@@H](Cc7ccccc7)C(=O)N6[C@@H]4Nc4ccccc45)c4ccccc4N[C@H]3N2C(=O)[C@@H]1Cc1ccccc1	1.7	i	i	18.4	x	i	x	i	i	-0.2	i
Cc1ccc(NC(=O)C2CCN(S(=O)(=O)c3c(C)noc3/C=C/c3ccco3)CC2)nc1	-5.4	i	i	-35.3	-13.3	i	5.7	i	i	0.2	i
C=CCNC(=O)COC(=O)c1ccc(Cl)c(S(=O)(=O)N(Cc2ccccc2)c2ccccc2)c1	0.8	i	i	19.0	-18.2	i	-3.8	i	i	0.0	i
Cc1ccc(C)c(N2CCN(C(=O)CCCn3c(=S)[nH]c4cc5c(cc4c3=O)OCO5)CC2)c1	34.2	i	i	2.0	-9.6	i	-3.0	i	i	-0.3	i
Carrying on.
SMILES	SKKanGAS inh	TRPC6 act	TRPC4 potent	aSyn UTR inh	KLF5 inhibitor	TRPC4 act	IEC-6 cytotox	MrgX1 antag	TRPC4 inh	HIF activator	TRPC6 inhibitor
Cc1c(Cl)c([N+](=O)[O-])nn1Cc1ccc(C(=O)NN)o1	-2.8	i	i	18.6	0.4	i	1.2	i	i	-0.4	i
CCN(c1ccccc1)S(=O)(=O)c1ccc(C(=O)N(CCCN(C)C)c2nc3cc4c(cc3s2)OCO4)cc1	2.5	i	i	0.7	-55.1	168*	-6.9	i	i	-0.5	i
O=C(N[C@@H](Cc1ccccc1)C(=O)OCC(=O)N1CCOCC1)c1cccs1	-5.8	i	i	6.9	-22.9	i	-7.4	i	i	0.4	i
FC(F)(F)c1cccc(-c2noc(CN3CCOCC3)n2)c1	-2.0	i	i	-20.7	12.6	i	-0.6	i	i	-42.4	i
Cc1cccc(NC(=O)CCSc2nnc(Cc3ccccc3)o2)c1	-5.8	i	i	19.8	-21.3	i	-1.3	i	i	-1.4	i
Cc1ccc2nc(N(CCN(C)C)C(=O)C3=COCCO3)sc2c1	5.7	i	i	-28.4	-19.2	i	-0.1	i	i	2.5	i
COc1ccc2[nH]c(C(=O)O)c(CCN3C(=O)c4cccc([N+](=O)[O-])c4C3=O)c2c1	-3.8	i	i	-29.3	-12.5	i	-2.0	i	i	0.0	i
COCCN(C(=O)c1ccc(OCC(C)C)cc1)c1c(N)n(Cc2ccccc2)c(=O)[nH]c1=O	-2.5	i	i	3.9	x	i	x	i	i	0.3	i
CCCCOc1ccc(C(O)(CCC)CCN2CCOCC2)cc1 (stereo not drawn)	-3.8	i	i	-9.5	10.2	i	-2.4	i	i	-0.3	i
O=C(CCc1nc2ccccc2[nH]c1=O)OCC(=O)N1CCc2ccccc21	-21.1	i	i	-7.4	-7.6	i	-0.7	i	i	-0.3	i
COCCN(C(=O)COC(=O)Cc1cccc2ccccc12)c1c(N)n(Cc2ccccc2)c(=O)[nH]c1=O	-3.1	i	i	-0.3	-13.0	i	3.7	i	i	0.0	i
